Bioassay records: PubChem BioAssay, National Center for Advancing Translational Sciences (NCATS)
EPAC2 antag: EPAC2 (human) antagonism; Q8WZA2; EPAC2 GEF exchange of Rap1B-BODIPY-GDP, fluorescence; Potency, µM (top dose mostly 114 µM), for inactives: at the top dose activity, negative = inhibition, most hits filed as inhibitors; 0.18% of 360,000 active; AID 720708; further: potency means the concentration at half of the fitted maximal effect; on the % scale 0 is the no-effect control and ±100 the full control effect; nearly all actives have a fitted effect of over 45% in size; many of its hits are not listed in these tables
Target sequence (Q8WZA2 whole entry, looked up): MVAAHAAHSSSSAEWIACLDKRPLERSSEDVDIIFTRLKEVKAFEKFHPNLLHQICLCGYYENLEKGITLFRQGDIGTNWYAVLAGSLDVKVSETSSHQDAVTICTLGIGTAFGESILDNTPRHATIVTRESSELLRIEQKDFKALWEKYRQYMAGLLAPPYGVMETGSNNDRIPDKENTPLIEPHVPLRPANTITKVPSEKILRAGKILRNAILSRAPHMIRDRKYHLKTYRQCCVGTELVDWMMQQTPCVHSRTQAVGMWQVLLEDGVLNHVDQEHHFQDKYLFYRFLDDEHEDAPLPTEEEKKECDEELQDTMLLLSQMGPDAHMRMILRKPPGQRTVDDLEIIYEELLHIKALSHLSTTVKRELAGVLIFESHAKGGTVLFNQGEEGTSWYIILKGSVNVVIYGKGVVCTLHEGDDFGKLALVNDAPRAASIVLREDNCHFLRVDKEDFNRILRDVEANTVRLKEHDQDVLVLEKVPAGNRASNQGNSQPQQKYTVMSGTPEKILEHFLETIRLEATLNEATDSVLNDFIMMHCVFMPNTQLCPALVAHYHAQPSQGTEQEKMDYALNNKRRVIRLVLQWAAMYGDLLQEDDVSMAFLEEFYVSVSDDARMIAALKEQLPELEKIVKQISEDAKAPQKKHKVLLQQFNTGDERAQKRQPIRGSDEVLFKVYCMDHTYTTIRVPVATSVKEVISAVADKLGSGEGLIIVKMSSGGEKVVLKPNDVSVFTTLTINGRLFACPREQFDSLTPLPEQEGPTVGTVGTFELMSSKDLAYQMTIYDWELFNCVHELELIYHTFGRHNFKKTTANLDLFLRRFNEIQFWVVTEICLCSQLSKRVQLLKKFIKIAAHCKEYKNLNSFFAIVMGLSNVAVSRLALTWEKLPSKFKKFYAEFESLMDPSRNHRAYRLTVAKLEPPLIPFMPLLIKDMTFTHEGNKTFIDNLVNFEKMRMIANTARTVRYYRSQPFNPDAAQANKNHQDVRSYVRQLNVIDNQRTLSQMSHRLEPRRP
EPAC2 agonist: activates human EPAC2 exchange factor; 0.079% of 360,000 active; Potency, µM (series often up to 154 µM), without a hit: at the highest dose activation, hits mostly activators; EPAC2 activation, biochemical qHTS; response scale: 100% = 6.5 mM cAMP response; Q8WZA2; further: potency means the concentration at half of the fitted maximal effect; nearly all actives have a fitted effect of over 50% in size
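In this primary screen, activation is scored as increased exchange of BODIPY-GDP from Rap1B by 100 nM EPAC2, with 50 uM GDP as competitor. Signal is normalized to the 6.5 mM cAMP agonist control.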
PTHR1 agonist: PTHR1 (human) receptor agonism; Q03431; HEK293 GP2 PTHR1 cells, GloSensor cAMP luminescence, 1 h; Potency, µM (doses to about 115 µM), for inactives: at the top dose activation, usual class: activators; 0.075% of 410,000 active; AID 743266; further: potency means the concentration at half of the fitted maximal effect; nearly all actives have a fitted effect of over 55% in size; some results filed as inactive show a strong effect at the top dose; inactives centre near -15; many of its hits are not listed in these tables
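HEK-293-derived GP2 cells expressing PTHR1 and a GloSensor cAMP reporter, 3,000/well, plated overnight, given luciferin plus IBMX (each 0.5 mM as added) for 1 h at 37 °C, then compound for 1 h at 37 °C. Luminescence was read after 15 min at room temperature.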
DRD3 antagonist: antagonists of human D3 dopamine receptor. max response, negative = inhibition, %. P35462. 2.5% of 360,000 active. D3R cells, DiscoveRx beta-arrestin luminescence, antagonist mode; active compounds read low; in the data active means max response below about -50%; inconclusive means no clear call, values can overlap the other calls; further: on the % scale 0 is the no-effect control and ±100 the full control effect; mostly tested at two doses, the higher about 12 µM
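Cells plated overnight at 1500 cells/well, then exposed to library compounds with dopamine controls for 90 minutes at 37 degrees C. DiscoveRx reagent added for 30–60 minutes at room temperature; luminescence read, quantitative HTS format.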
CCT chaperon mod: modulators of cytosolic chaperonin (CCT/TRiC) activity. activity change, % (test concentration not listed), hits read low. purified chaperonin ATPase assay, HTRF ADP detection, 30 min. 0.3% of 360,000 active; in the data active means activity change below about -30%; further: on the % scale 0 is the no-effect control and ±100 the full control effect
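ATPase activity: ADP formed was measured by HTRF Transcreener (665/615 nm ratio) after 30 min at 37 deg C with 10 uM ATP. Compounds screened at one 76 uM concentration against 40 or 20 nM TRiC in Tris pH 7.4/KCl/MgCl2/DTT buffer.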
MmCpn inh: inhibitors of Methanococcus maripaludis chaperonin (MmCpn); purified Mm-Cpn ATPase, ADP Transcreener TR-FRET; Potency, µM (top dose mostly 76.9 µM), for inactives: top-dose activity, negative = inhibition, hits mostly inhibitors; 0.031% of 330,000 active; AID 504842; further: potency means the concentration at half of the fitted maximal effect; on the % scale 0 is the no-effect control and ±100 the full control effect; nearly all actives have a fitted effect of over 80% in size
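ATP (10 uM final) was added to archaeal chaperonin (25 nM final) after 10 min exposure to test compound at 37°C; after 30 min further incubation, ADP was detected by competitive TR-FRET.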
pAkt inh: inhibitors of Akt phosphorylation; Neuro2A IGF-stimulated pAkt S473 HTRF, 20 min; active compounds read low; activity change, % for hits at 50 µM; 0.32% of 360,000 active; AID 651550; in the data active means activity change below about -80%; inconclusive means mostly about -51% to -80%; further: on the % scale 0 is the no-effect control and ±100 the full control effect
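Single-point screen (50 µM final compound) in Neuro2A cells stimulated 20 min with 6 nM IGF at 37 deg C. After lysis, Ser473-phosphorylated Akt read by HTRF (ex 330 nm, em 615/665 nm) as the 665/615 ratio.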
D3 ag: D3 dopamine receptor (human) agonism | P35462 | D3R DiscoveRx beta-arrestin cells, luminescence, 90 min | max activation, % | 0.58% of 410,000 active | AID 652048; in the data active means max activation above about 30%; further: 0% is about no effect; mostly tested at two doses, the higher about 12 µM
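Cells at 1500/well, incubated overnight, then treated with pinned compounds (dopamine as control) for 90 min at 37 degrees C. DiscoveRx reagent added for 30 - 60 minutes at room temperature; luminescence read.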
An asterisk follows results filed as active; i = inactive; ? = inconclusive; / = no result given; [ ] = remark or other dose. Unless noted, the call rests on the fitted dose curve; in most records, active means well fitted curve in the direction sought with a large enough effect; inconclusive means small, poorly fitted or top-dose-only effect, or another doubt; inactive means no such curve, though single readings can be large; an effect the other way counts as inactive or inconclusive.

smiles,EPAC2 antag,EPAC2 agonist,PTHR1 agonist,DRD3 antagonist,CCT chaperon mod,MmCpn inh,pAkt inh,D3 ag
COc1ccc(CNc2cc([N+](=O)[O-])ccc2OC)cc1,-0.9%,21.7%,-3.8%[57.5 µM],?,-3.1,0.5%,i,-16.9
COCOc1ccc(-c2cc(=O)c3c(O)cc(OCOC)cc3o2)cc1,2.7%,-2.5%,-32.5%,4.9,0.1,/,i,13.8
Cc1ccc(-c2nc(C3CCCN(S(=O)(=O)c4ccc(C(C)(C)C)cc4)C3)no2)cc1 (centres undefined),-21.7%,-6.5%,-11.4%,4.2,-2.8,3.3%,i,7.0
C/C(=N\Nc1ccccn1)c1ccc(S(=O)(=O)NCc2ccco2)cc1,-10.7%,2.9%,-11.9%,-11.8,-16.4,0.8%,i,-1.8
CCOC(=O)Cc1cc(=O)n2[nH]c(C)cc2n1,9.9%,-7.5%,i,-6.9,1.0,-2.2%,i,6.1
CC(=O)c1cc(C(C)=O)c(C)nc1C,-2.7%,2.4%,-5.3%,7.4,-3.8,2.5%,i,1.7
CC1CCN(Cc2c(C(=O)N/N=C/c3ccc(C(C)C)cc3)nnn2-c2nonc2N)CC1,-12.5%,-8.7%,-7.8%,-16.1,1.1,-6.0%,i,10.7
CCn1nc(C)c(NS(=O)(=O)c2ccccc2)c1C,0.7%,11.0%,-8.5%,12.1,-4.4,-3.3%,i,6.8
Cc1ccc(Oc2cc(NC(=O)CCCn3nc([N+](=O)[O-])c(Cl)c3C)cc([N+](=O)[O-])c2)cc1,-3.2%,8.1%,-22.6%,-4.1,-2.4,0.9%,i,-24.7
CC(=O)c1c(C)[nH]c(C(=O)CSc2nnc(-c3ccccc3)o2)c1C,3.1%,-2.1%,-27.3%[57.5 µM],0.0,-1.8,-0.1%,i,4.0
Cc1c(-c2nnnn2-c2ccc(F)cc2)cnc2cc3c(cc12)OCO3,13.8%,8.6%,-21.1%,21.2,-2.5,0.1%,i,4.6
Cc1ccccc1S(=O)(=O)c1c(C)cc(C)n(C)c1=O,0.4%,2.7%,27.0%,5.7,0.9,0.5%,i,12.2
CCc1ccc(OCC(=O)N/N=C/c2cc([N+](=O)[O-])ccc2N2CCOCC2)cc1,-2.3%,-6.8%,i,91.0,-1.4,0.0%,i,-6.3
O=C(COC(=O)/C=C/c1cccc(F)c1)Nc1ccc(Cl)cn1,4.7%,6.4%,-17.9%,-5.8,-1.1,-0.4%,i,-3.8
CCN(CC)S(=O)(=O)c1ccc(NC(=O)COC(=O)CN2C(=O)c3ccccc3C2=O)cc1,-6.0%,8.5%,i,?,-3.5,-0.5%,i,0.8
COc1ccc2[nH]c3c(c2c1)CCN1C(=O)C(CC(=O)NCCCN(C)C)C[C@H](C(=O)N2CCCCC2)[C@@]31C (some centres undefined),12.4%,0.9%,23.3%,0.0,-2.5,0.3%,i,-53.8
CCCN1CCN(C(=O)Cn2cnc3ccc(S(=O)(=O)N4CCC(C)CC4)cc3c2=O)CC1,-15.3%,12.0%,i,-5.5,-2.3,-0.1%,i,-2.4
CC1CN(C(=S)Nc2cccc([N+](=O)[O-])c2)CC(C)O1 (centres undefined),-3.3%,10.9%,i,-11.9,-2.1,3.4%,i,0.3
CCc1ccccc1N(C(=O)CNC(=O)c1ccco1)C(C(=O)NC1CCCC1)c1cccnc1 (centres undefined),6.0%,1.1%,i,-2.2,-1.5,1.8%,i,-6.5
O=C(NC1CCS(=O)(=O)C1)/C(=C/c1ccco1)NC(=O)c1ccccc1 (centres undefined),-1.1%,13.1%,i,-15.2,-1.5,-0.9%,i,-1.6
NCCCC[C@H]1CNC(=S)N1CCc1cc(C(F)(F)F)cc(C(F)(F)F)c1,-14.8%,-5.1%,-15.8%,16.0,0.4,/,i,-12.4
O=C(CN1C(=O)NC(c2ccccc2)(c2ccccc2)C1=O)NCCc1ccc(F)cc1,-14.1%,9.8%,-6.7%,-3.2,-2.4,0.4%,i,13.6
CCNC(=S)Nc1ccc2c(c1)c(=O)n(C)n2Cc1cccc(C(F)(F)F)c1,-0.9%,-2.5%,-14.5%,8.7,-0.9,/,i,3.8
O=[N+]([O-])c1cccnc1NCCNc1ncc(C(F)(F)F)cc1Cl,-6.5%,9.1%,-81.9%[inhibitor][57.5 µM],18.5,-6.6,-7.5%,i,-12.8
Cc1cc2c3ccccc3[nH]c(=O)n2n1,-1.3%,2.3%,i,?,-2.0,/,i,-2.8
COc1cccc(Nc2cc(C)c3ccccc3n2)c1,-17.5%,29.5%,-18.2%,-20.4,-4.8,-1.0%,i,-31.9
O=C(NCCCN1CCCC1=O)C1CCN(S(=O)(=O)c2ccc(F)cc2)CC1,-5.2%,5.2%,-17.9%,9.8,1.0,0.6%,i,-2.6
COC(=O)c1ccc(COc2cccc3c2OC(C)(C)C3)cc1,11.8%,1.8%,i,-17.6,-2.3,0.0%,i,-11.0
CCc1ccc(OCC(=O)NNC(=O)c2ccc(NC(=O)C3CC3)cc2)cc1,4.9%,-5.5%,i,-2.0,0.5,0.0%,i,5.4
Cc1ccc2nc(SCC(=O)Nc3nonc3C)[nH]c2c1,1.3%,12.2%,i,-7.3,-2.4,0.2%,i,-9.4
O=C(COC(=O)/C=C/c1ccccc1Cl)NC1CCCC1,-13.1%,5.3%,-3.4%,-8.4,0.0,0.4%,i,-2.6
COc1cc2cc(CCCO)oc(=O)c2cc1OC,0.9%,2.9%,i,6.9,0.9,-1.8%,i,15.4
CCOc1ccc(C2C(C(=O)c3ccco3)=C(O)C(=O)N2CCN2CCOCC2)cc1OCC (centres undefined),3.8%,-4.1%,i,-13.7,-0.2,0.9%,i,-18.7
CCOP(=O)(OCC)C(NC(=O)Nc1ccc(Cl)c(Cl)c1)C(N)=O (centres undefined),-1.2%,0.9%,-4.2%,-12.3,-1.4,0.1%,i,-3.4
N#CC(CC(=O)c1ccc(F)cc1)c1ccc2c(c1)OCO2 (centres undefined),-5.2%,8.5%,i,-8.7,-0.7,-2.1%,i,0.3
O=C(NC1CCCc2ccccc21)c1ccc(CNc2c(N3CCOCC3)c(=O)c2=O)cc1 (centres undefined),-1.9%,0.9%,i,7.8,0.2,3.5%,i,5.0
N#Cc1ccccc1S(=O)(=O)N1CCN(C(=O)CCC2CCCC2)CC1,-8.3%,4.6%,i,-1.7,2.3,3.2%,i,-2.5
c1cc(-c2cn(C[C@H]3CC[C@@H]([C@@H]4CC[C@H](Cn5cc(-c6ccsc6)nn5)O4)O3)nn2)cs1,2.3%,-4.0%,-32.4%[inhibitor],?,0.2,1.7%,i,-11.3
CCc1ccc(-c2cc3c(=O)n(CC(=O)NCCCN4CCN(Cc5ccccc5)CC4)nc(C)n3n2)cc1,-0.6%,0.6%,-53.6%,?,1.9,-3.9%,i,-19.8
Cc1cnc(C(=O)N2CCN(S(=O)(=O)c3cc(C(F)(F)F)cc(C(F)(F)F)c3)CC2)cn1,9.2%,-19.0%,-12.5%,20.1,-0.3,/,i,3.2
OC(COc1cccc2ccccc12)CN1CCOCC1 (centres undefined),-4.5%,14.9%,-18.6%,-18.3,-1.0,/,i,-10.3
CN(C)c1ccc(/C=N/n2ncc3ccccc32)cc1,-2.3%,10.8%,-72.7%[inhibitor][57.5 µM],12.8,1.1,-0.2%,i,3.2
CCOC(=O)c1[nH]c2ccccc2c1NC(=O)CC,2.4%,-1.5%,-49.5%[inhibitor],-18.9,-1.0,2.9%,i,-2.5
C/C(=N\N1C(=O)c2ccccc2NC1c1ccccc1)c1ccccc1O (centres undefined),19.4%,-0.1%,-50.9%[inhibitor],-7.4,-0.5,-0.6%,i,-1.5
Cc1ccc(C(C)(C)C)c(OCCCCN2CCCC2)c1,10.2%,5.5%,-3.9%,-80.6*,-1.3,0.2%,i,-15.1

One compound at a time (already shown):
`Cc1ccccc1S(=O)(=O)c1c(C)cc(C)n(C)c1=O` across the screens: EPAC2 antag = 0.4%; EPAC2 agonist = 2.7%; PTHR1 agonist = 27.0%; DRD3 antagonist = 5.7; CCT chaperon mod = 0.9; MmCpn inh = 0.5%; pAkt inh = i; D3 ag = 12.2
`O=C(COC(=O)/C=C/c1cccc(F)c1)Nc1ccc(Cl)cn1` across the screens: EPAC2 antag = 4.7%; EPAC2 agonist = 6.4%; PTHR1 agonist = -17.9%; DRD3 antagonist = -5.8; CCT chaperon mod = -1.1; MmCpn inh = -0.4%; pAkt inh = i; D3 ag = -3.8

More results follow.
smiles,EPAC2 antag,EPAC2 agonist,PTHR1 agonist,DRD3 antagonist,CCT chaperon mod,MmCpn inh,pAkt inh,D3 ag
O=C1CN(C(=O)COc2ccccc2)c2ccccc2N1,12.1%,5.4%,-12.1%,9.3,-26.9,2.6%,i,5.3
CCc1nnc(NC(=O)c2cc(OC)c(OC)cc2[N+](=O)[O-])s1,14.4%,0.7%,i,14.7,-1.5,-0.8%,i,7.2
Cc1c(Cl)cccc1NC(=O)CNC(=O)Cc1c[nH]c2ccccc12,3.7%,2.7%,-15.7%,-25.1,-0.4,0.0%,i,-3.9
NC(=O)C1CCCc2c1n(Cc1ccccc1)c1ccccc21 (centres undefined),-5.2%,9.3%,-2.0%,-6.8,-0.3,2.0%,i,-6.3
CCOC(=O)c1c(C)nc2c3ccccc3ccn12,-12.0%,-1.9%,-19.5%,14.2,-2.7,0.2%,i,-1.3
CCOC(=O)[C@]12CCCC=C1N(Cc1ccc3c(c1)OCO3)C(=O)[C@H](CC(=O)NCCCOC)C2,3.6%,5.6%,i,17.0,1.9,/,i,7.7
CCOC(=O)C1C(c2ccc(O)c(O)c2)NC(=S)NC1(O)C(F)(F)F (centres undefined),8.6%,2.3%,i,8.7,-0.3,-1.7%,i,-2.0
Cc1c(C)n(CC(O)CN2C(=O)c3ccccc3S2(=O)=O)c2ccccc12 (centres undefined),-8.1%,11.0%,i,-2.3,1.6,1.0%,i,-1.6
Cc1cc(C)cc(NC(=O)CN2CCN(C(=O)c3cccs3)CC2)c1,3.0%,0.9%,-7.6%,-9.3,0.3,0.4%,i,-7.2
Cc1ccc(CSCCC(=O)NCCC2=CCCCC2)cc1,2.7%,1.2%,-31.8%[inhibitor],-23.7,0.1,0.1%,i,-5.5

Only part of the results is shown (hit frequency here may not be typical).
